High-throughput results as filed in PubChem.
FN deposition inh – fibronectin deposition inhibition | AH1F fibroblasts, Alexa488-fibronectin deposition fluorescence, overnight | AID 743247 | inhibition, % at 12.6 µM | hit rate 0.086% among 350,000;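 active = mean inhibition across replicates of 30% or more, regardless of how many single replicates reach that level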;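 also: positive control wells lacked labelled fibronectin entirely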
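Assay system: AH1F fibroblasts / Quantity: 10000 cells per well / Medium: DMEM plus 2% serum, read in PBS / Reagent: labelled fibronectin 24 nM / Dosing: single dose, pinned / Times: 1 h cell attachment, overnight exposure to compound and label / Signal: fluorescence, ex 485 nm, em 525 nm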
S100A4 MyoIIA – blocks human S100A4 binding to myosin IIA peptide | inhibition, % at 10.7 µM | hit rate 0.14% among 360,000 | S100A4/TAMRA-MyoIIA peptide fluorescence polarization;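 active = mean inhibition of at least 70% across replicates, with every replicate also reaching that level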
Target sequence (P26447 whole entry, looked up): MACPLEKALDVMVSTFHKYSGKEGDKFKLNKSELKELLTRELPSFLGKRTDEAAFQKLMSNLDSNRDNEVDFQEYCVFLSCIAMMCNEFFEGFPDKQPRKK
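Test system: S100A4 monomer protein. Medium: HEPES buffer with Ca2+, pH 7.2. Reagent: fluorescent myosin IIA peptide, 5 nM. Compound dosing: single-point compound testing. Timing: 5 min between mix addition and reading. Benchmarks: DMSO neutral and TFP positive wells.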
LGR2 antag – blocks bursicon-induced cAMP signaling via Drosophila LGR2; inhibition, % at 9.99 µM; HEK293 LGR2, CRE-luciferase, bursicon-stimulated, 4 h; AID 720647; hit rate 0.35% among 380,000;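 active = drop in luminescence signal, shown as inhibition above about 50% in the replicate tests, limit read from the data, passing the limit was not always enough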;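 also: agonist challenge used bursicon conditioned medium at about half maximal strength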
EWS-Fli inh – blocks EWS/Fli oncoprotein-driven transcription; A673 NR0B1-luciferase reporter, viability-normalised; inhibition, % at 12.6 µM; hit rate 0.67% among 350,000; AID 651661;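 active = mean inhibition of at least 50% after viability correction, with every replicate also passing that limit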;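 also: firefly luciferase signal divided by Alamar Blue viability fluorescence both relative to DMSO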
PAX8 inh HTS – PAX8 transcriptional activity inhibition. RMG-I TPO-luciferase reporter, SteadyGlo, 24 h. hit rate 1.2% among 360,000. inhibition, % at 12.6 µM. AID 652154;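 active = mean replicate inhibition at least 60% with every replicate also reaching 60%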;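 also: luciferase light reporting Pax8 driven TPO promoter activity; plate controls were median of neutral control wells for no effect and mitoxantrone controls for full effect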
PglD inh – inhibitors of Campylobacter jejuni PglD acetyltransferase | purified PglD enzyme, DTNB colorimetric CoA detection | hit rate 0.098% among 360,000 | AID 602405 | inhibition, % at 12.5 µM; in the data active = inhibition above about 16%, passing the limit was not always enough; also: strong numbers were not always called active
PGC1a acetyl inh – PGC1a acetylation modulation, inhibitor mode; U2OS PGC1a acetylation, AlphaScreen anti-acetyl-lysine; with virally co-expressed GCN5 acetyltransferase; inhibition, % at 15.6 µM; hit rate 0.17% among 350,000;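 active = every replicate shows inhibition of at least 40%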;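 also: 0% = neutral control wells and 100% = positive control wells; some results beyond the cut were filed as inactive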
ERAP1 HTS inh – blocks human ERAP1 aminopeptidase activity | Q9NZ08 | recombinant ERAP1, Leu-AMC fluorescence, 60 min | inhibition, % at 10.7 µM | hit rate 0.15% among 340,000 | AID 652197;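 active = mean replicate inhibition of at least 30%, or all replicates individually reaching that 30% level; inactive = mean below 30% and not every replicate reaching it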;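 also: 0% = neutral control wells and 100% = L-leucinethiol positive control wells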
* marks the source's active call; other numbers are inactive results; · = no result given.

Sample of the layout, 3 compounds:
smiles	FN deposition inh	S100A4 MyoIIA	LGR2 antag	EWS-Fli inh	PAX8 inh HTS	PglD inh	PGC1a acetyl inh	ERAP1 HTS inh
CC(C)CC#Cc1ccc2c(c1)O[C@@H](CN(C)C(=O)CN(C)C)[C@H](C)CN([C@@H](C)CO)S2(=O)=O	7	-13	7	8	·	1	9	-2
N#C[C@@H]1[C@H](c2ccccc2C2=CCCCC2)[C@@H](CO)N1C(=O)C1CCOCC1	-4	-3	16	-7	·	·	4	3
S=c1[nH]c2ccccc2o1	17	1	-12	0	0	·	·	0

All compounds of this part, previewed entries included:
smiles	FN deposition inh	S100A4 MyoIIA	LGR2 antag	EWS-Fli inh	PAX8 inh HTS	PglD inh	PGC1a acetyl inh	ERAP1 HTS inh
CC(C)CC#Cc1ccc2c(c1)O[C@@H](CN(C)C(=O)CN(C)C)[C@H](C)CN([C@@H](C)CO)S2(=O)=O	7	-13	7	8	·	1	9	-2
N#C[C@@H]1[C@H](c2ccccc2C2=CCCCC2)[C@@H](CO)N1C(=O)C1CCOCC1	-4	-3	16	-7	·	·	4	3
S=c1[nH]c2ccccc2o1	17	1	-12	0	0	·	·	0
CCOC(=O)C1CCN(C(=O)NC23CC4CC(CC(C4)C2)C3)CC1	·	-2	5	-7	·	2	-10	5
CCc1nc2ccc(C(=O)NCCCN3CCCC3=O)cn2c1N(CC)C(=O)NCCc1ccccc1	1	10	2	4	-19	-1	·	-3
COc1ccc(OC)c(NC(=O)C2CCCN(S(=O)(=O)c3cccc4cccnc34)C2)c1 (centres undefined)	2	-3	-40	-6	1	-3	11	1
C[C@H](Nc1ccc(C(F)(F)F)cc1[N+](=O)[O-])C(=O)O	-9	-7	5	7	11	-6	-6	-3
CCOC(=O)CN(C(=O)Cn1nnc(-c2ccc(C)cc2)n1)C(CC)C(=O)NC1CCCC1 (centres undefined)	6	·	12	·	·	5	-8	·
COc1ccc(C#Cc2ccc3c(c2)O[C@H](CN(C)C(=O)Nc2cccc(OC)c2)[C@@H](C)CN([C@@H](C)CO)S3(=O)=O)cc1	-3	5	20	19	·	-40	14	5
COc1ccc(C)cc1NC(=O)Nc1cccc(C)c1	-6	-3	20	-5	-30	·	·	-2
COCCCNc1cc(C)nc2ccccc12	10	-4	-9	·	·	3	-2	-4
C[C@@H]1CN([C@@H](C)CO)C(=O)c2cc(NC(=O)Nc3ccc4c(c3)OCO4)ccc2O[C@@H]1CN(C)S(=O)(=O)c1ccc(F)cc1	·	5	-8	1	·	2	6	0
Cc1cccc(OC(C)C(=O)N2CCc3ccccc3C2)c1 (centres undefined)	6	-1	-3	5	12	10	-6	0
CC(C)/C=C/C(=O)N1CCCC(N2CCN(c3ccccc3F)CC2)C1 (centres undefined)	-6	-19	9	3	26	-1	2	-1
Cc1cccc(-n2c(-c3ccncc3)n[nH]c2=S)c1C	5	1	11	2	-10	·	·	0
O=C(Oc1coc(CSc2ncccn2)cc1=O)c1cccs1	-18	-2	3	4	-4	·	7	-3
CC1CN(C(=O)COC(=O)c2ccc(O)cc2)CC(C)O1 (centres undefined)	-12	-13	-2	4	15	3	·	-1
Cc1ccc2[nH]c(=O)c(C(c3nnnn3CCc3ccccc3)N3CCOCC3)cc2c1 (centres undefined)	1	·	·	·	-13	0	-11	·
CCNC(=O)COc1ccc(OCc2ccccc2)cc1	6	3	-13	-38	-22	8	-18	-1
O=C(COc1ccc(F)cc1)Nc1cc(S(=O)(=O)N2CCCCC2)ccc1N1CCCCC1	1	-6	13	9	21	-4	·	1
O=C(O)CCCNC(=O)c1nn(Cc2ccccc2)c(=O)c2ccccc12	1	-7	-1	4	14	2	-2	-4
Cc1cccc(CSc2ncnc3c2cnn3Cc2ccccc2)c1	-11	·	·	·	-7	4	3	·
OCC1(Cc2ccccc2C(F)(F)F)CCN(Cc2ccccc2)CC1	·	-2	-6	16	25	·	-2	0
COCC(=O)Nc1ccc2c(c1)OC[C@@H](C)N(Cc1cc(-c3ccccc3)on1)C[C@@H](C)[C@H](OC)CN(C)C2=O	8	4	-12	8	18	2	-9	1
COc1ccc(C(=O)Nc2cc(C)nn2-c2ccc(F)cc2)cc1	3	1	12	-10	16	-5	2	-5
CCc1cccc(NC(=O)C2CCN(S(=O)(=O)c3ccc4c(c3)NC(=O)CO4)CC2)c1	-18	-3	3	·	4	4	3	-8
NS(=O)(=O)c1ccc(NC(=S)NCc2cccs2)cc1	4	4	29	5	3	·	5	7
CN1CCN(C(=O)c2ccc3c(c2)N(Cc2cccc(Cl)c2)C(=O)c2ccccc2S3(=O)=O)CC1	9	-3	-19	·	11	1	-7	3
C=CCN(CC=C)C(=S)NC(=O)c1ccc(OC)cc1	-14	-1	-17	25	8	·	·	1
CC(C)=CCc1c(O)c(CC=C(C)C)c2c(c1O)C(=O)CC(c1ccc(O)cc1)O2 (centres undefined)	·	-2	-7	7	·	4	0	·

Further results.
smiles	FN deposition inh	S100A4 MyoIIA	LGR2 antag	EWS-Fli inh	PAX8 inh HTS	PglD inh	PGC1a acetyl inh	ERAP1 HTS inh
O=C(Cn1cc(/C=N/NC(=O)c2ccccc2Br)c2ccccc21)Nc1ccc(F)cc1	-1	0	7	14	8	·	·	7
Cc1ccc(C)c(S(=O)(=O)N2CCN(C(=O)c3cc(S(=O)(=O)NCc4ccccc4)ccc3C)CC2)c1	·	-6	-11	·	13	-3	-8	2
COc1ccc(NC(=O)CCN2C(=O)c3ccccc3C2=O)cc1	-3	-2	2	-1	25	-1	6	0
Cc1cccc(C(=O)OCC(=O)NC(C)C2CC3CCC2C3)c1O (centres undefined)	-10	2	-3	6	2	-2	-4	2
O=C(Nc1ccccc1)c1ccc(Cn2cc(C(F)(F)F)ccc2=O)cc1	9	·	·	·	14	-2	4	·
Cc1ccc(S(=O)(=O)N(C)C[C@H]2Oc3ccc(NC(=O)Nc4ccc5c(c4)OCO5)cc3CC(=O)N([C@@H](C)CO)C[C@@H]2C)cc1	·	2	-9	5	-4	-3	-10	-3
C[C@H]1CCCCO[C@@H](CN(C)C(=O)NC2CCCCC2)[C@@H](C)CN([C@@H](C)CO)C(=O)c2cc(NC(=O)Nc3ccccc3)ccc2O1	0	2	0	9	1	1	-6	0
COCC(=O)N1C[C@@H](C)[C@@H](OC)CN(C)C(=O)c2ccc(NC(=O)c3ccc(OC)cc3)cc2OC[C@H]1C	-7	8	10	-3	-2	0	-2	·
COCC#Cc1ccc2c(c1)O[C@H](CN(C)Cc1cccnc1)[C@@H](C)CN([C@H](C)CO)S2(=O)=O	7	1	7	9	1	2	-3	1
CCCCn1c(N)c(N(CCOC)C(=O)COC(=O)CCOc2ccccc2)c(=O)[nH]c1=O	-3	-4	1	-2	-12	3	8	-2
CCCC#Cc1ccc([C@@H]2[C@H]3CN(C(=O)Cc4cccnc4)CC(=O)N3[C@H]2CO)cc1	·	7	-8	2	3	·	10	-1
COc1ccc(CN2CCNC(=O)C2CC(=O)NCCC2=CCCCC2)cc1OC (centres undefined)	5	-6	6	-7	-22	·	·	9
O=C(C[C@@H]1CC[C@@H](NC(=O)Nc2ccc(C(F)(F)F)cc2)[C@H](CO)O1)NCc1cccc(F)c1	-20	-3	-8	5	32	1	6	-2
CCOc1cc(/C=N/NC(=O)C(N)=O)cc(Br)c1O	0	-1	·	19	-1	·	·	-3
CC(NC(=O)CN1C(=O)NC2(CCCC2)C1=O)c1ccc(Cl)cc1Cl (centres undefined)	3	2	·	7	6	·	·	-11
Cc1cccc(N2CN=C3SCC(=O)N3C2)c1	-1	-7	·	-12	-9	2	-1	·
C[C@@H]1CN([C@@H](C)CO)C(=O)c2cc(C#CCC3CCCC3)cnc2O[C@H]1CN(C)Cc1ccccn1	-5	-45	-1	20	·	6	-5	-2
Cc1ccc(C(=O)Nc2nnc(C)s2)cc1	·	1	9	-64	-101	-2	4	1
Cc1ccc(C)c(NC(=O)CCN2CCOCC2)c1	-3	·	·	·	9	-5	5	·
CCOC(=O)c1sc(N/N=C/c2cc(Br)c(O)c(OC)c2)nc1C	-1	21	-8	5	-7	5	·	2
C[C@@H]1CN([C@H](C)CO)C(=O)c2cc(NC(=O)CCC(F)(F)F)ccc2O[C@@H](C)CCCCO[C@@H]1CN(C)C(=O)c1ccncc1	-9	·	-4	-9	-17	1	6	·
COc1ccc(S(=O)(=O)Nc2ccc3c(c2)C(=O)N(C)C[C@@H](OC)[C@H](C)CN(C(=O)NC(C)C)[C@H](C)CO3)cc1	7	·	-18	7	·	·	-10	·
CC1CCN(C(=O)C2CCN(c3nnc(-n4cccc4)s3)CC2)CC1	-6	4	-9	-8	-4	-1	4	-2
CC1=NN2C(=N)/C(=C\c3cc(C)n(-c4ccc(C)cc4)c3C)C(=O)N=C2S1	3	-3	4	12	8	0	3	2
COCC#Cc1ccc([C@@H]2[C@@H](CO)N3CCCCN(Cc4cncnc4)C[C@H]23)cc1	·	-14	-9	-2	-1	1	10	-2
CCOC(=O)C(NCCc1ccccc1F)(NC(=O)CC)C(F)(F)F (centres undefined)	4	-9	4	-8	5	·	·	-2
O=C(CCn1c(=O)c2sccc2n(CC(=O)NCc2ccco2)c1=O)NCc1ccccc1	4	·	9	·	·	10	-9	·
COc1cc2nc(CN3CCN(S(=O)(=O)c4ccccc4)CC3)[nH]c(=O)c2cc1OC	1	1	-6	2	9	-3	0	-1
C[C@@H]1CN([C@H](C)CO)S(=O)(=O)c2ccc(C3=CCCC3)cc2O[C@H]1CN(C)Cc1cncnc1	·	13	5	9	·	2	1	-2
C[C@@H]1CN([C@@H](C)CO)C(=O)c2cc(-c3cccc(C#N)c3)cnc2O[C@@H]1CN(C)C(=O)C1CCCCC1	·	-13	22	-9	-13	-3	-3	1
Cc1cc(NC(=O)c2cc(-c3ccc(Br)cc3)on2)no1	6	-1	-19	-4	11	2	-9	-1
COc1cc(NC(=S)NC(=O)c2ccc(C(C)(C)C)cc2)ccc1NC(=O)c1cccs1	2	-2	-21	-22	36	·	·	-3
Cc1noc(C)c1COc1ccc(C(=O)OCC(=O)c2ccc3c(c2)OCCO3)cc1	8	·	·	·	6	5	3	·
